STK33 kinase inh – blocks human STK33 kinase activity | purified STK33, MBP phosphorylation, ADP-Glo luminescence | inhibition, % at 10 µM | actives 0.073% (n = 320,000);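 active means inhibition at or above 25%, using the most active replicate where run in duplicate; inactive means inhibition below 25%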
Target sequence (Q9BYT3 whole entry, looked up): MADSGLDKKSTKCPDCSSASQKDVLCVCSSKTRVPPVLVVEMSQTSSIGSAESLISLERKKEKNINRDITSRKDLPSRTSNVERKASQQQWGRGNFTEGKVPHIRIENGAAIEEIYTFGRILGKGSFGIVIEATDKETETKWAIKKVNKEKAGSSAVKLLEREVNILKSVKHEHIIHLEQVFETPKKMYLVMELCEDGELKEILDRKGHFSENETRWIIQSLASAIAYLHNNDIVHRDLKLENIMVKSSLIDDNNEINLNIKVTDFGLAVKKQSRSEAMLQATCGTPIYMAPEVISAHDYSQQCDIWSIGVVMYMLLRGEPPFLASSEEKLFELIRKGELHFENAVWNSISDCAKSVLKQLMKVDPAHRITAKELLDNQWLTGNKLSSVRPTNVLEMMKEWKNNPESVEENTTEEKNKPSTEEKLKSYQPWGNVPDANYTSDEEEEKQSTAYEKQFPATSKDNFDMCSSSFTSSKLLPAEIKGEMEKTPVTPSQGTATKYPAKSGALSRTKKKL
OX1R antag – antagonists of human orexin 1 receptor (OX1R); O43613; OX1R-expressing cells, FRET antagonist read-out; inhibition, % at 6.6 µM; actives 1.8% (n = 330,000); AID 485270; in the data active means inhibition mostly above about 38%, no sharp cut-off; inactive means mostly below about 40%;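 further: 0% = agonist challenge alone and 100% = reference antagonist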
Target sequence (O43613 whole entry, looked up): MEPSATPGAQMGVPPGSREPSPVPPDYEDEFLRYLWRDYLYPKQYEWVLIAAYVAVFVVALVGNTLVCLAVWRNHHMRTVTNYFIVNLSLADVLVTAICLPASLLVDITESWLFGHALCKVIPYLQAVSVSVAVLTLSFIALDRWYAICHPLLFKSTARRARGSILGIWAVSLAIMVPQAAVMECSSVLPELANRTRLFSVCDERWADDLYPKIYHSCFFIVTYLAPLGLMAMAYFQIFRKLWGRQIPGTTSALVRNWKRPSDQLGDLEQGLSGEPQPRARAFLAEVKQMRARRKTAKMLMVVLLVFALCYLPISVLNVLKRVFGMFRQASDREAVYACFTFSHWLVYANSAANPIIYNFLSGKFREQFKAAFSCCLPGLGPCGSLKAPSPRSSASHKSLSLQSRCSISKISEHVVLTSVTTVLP
* hit, by the source's call.

How did Cc1cc(C)c2c(c1)cc(C)c1nnc(SCC(=O)Nc3ccc(S(=O)(=O)N4CCCCC4)cc3)n12 do in these assays?
STK33 kinase inh: 0.3; OX1R antag: -3

Results for Cc1cc(=O)[nH]c(N/N=C/c2ccccc2Cl)n1 ?
STK33 kinase inh: -0.2; OX1R antag: 2

What do the screens show for `C[C@@H]1COC(=O)[C@H](Cc2ccc(F)cc2)CC/C=C\C[C@@H](CC(=O)NCCO)C(=O)N1`?
STK33 kinase inh: -1.4; OX1R antag: 9

What do the screens show for `S=c1[nH]cnc2scc(-c3ccc(Br)cc3)c12`?
STK33 kinase inh: -1.2; OX1R antag: -8

How did CCCCNC(=S)NNC(=O)c1cc(-c2ccncc2)nc2ccccc12 do in these assays?
STK33 kinase inh: 7.5; OX1R antag: -9

How did COc1ccc(-n2c(C)c(C(C)=O)c(C(C)=O)c2C)cc1 do in these assays?
STK33 kinase inh: 0.4; OX1R antag: 20

Results for CCn1c(=O)c2c(O)cc(=O)oc2c2ccccc21 ?
STK33 kinase inh: -0.6; OX1R antag: 7

Results for O=C(Nc1nnc(S(=O)(=O)N2CCN(c3ccc(F)cc3)CC2)s1)c1ccccc1 ?
STK33 kinase inh: 0.3; OX1R antag: 26

Results for CCc1ccc(N(CC(=O)NC2CCCCC2)C(=O)CNC(=O)c2ccco2)cc1 ?
STK33 kinase inh: -0.2; OX1R antag: 17

Results for Cc1csc(NC(C)c2nc3cc(C(F)(F)F)ccc3n2CCCO)n1 (stereo unspecified) ?
STK33 kinase inh: -0.1; OX1R antag: 4

Results for Clc1cccc(-c2cc3nc4c(c(N5CCN(c6cnccn6)CC5)n3n2)CCCC4)c1 ?
STK33 kinase inh: 1.2; OX1R antag: 30

What do the screens show for `NC(=O)c1c(NC(=O)c2ccccc2Cl)sc2c1CCC2`?
STK33 kinase inh: 0.5; OX1R antag: 34

Results for Cc1ccc(C)c(NC(=O)COC(=O)CC2c3ccccc3CCN2S(=O)(=O)c2ccc(F)cc2)c1 (stereo unspecified) ?
STK33 kinase inh: 0.2; OX1R antag: 13

How did Cc1ccccc1-c1nc(CS(=O)CC(=O)NCCc2ccc(Cl)cc2)c(C)o1 (stereo unspecified) do in these assays?
STK33 kinase inh: -1.3; OX1R antag: 17

Results for COc1ccc(/C=C/c2nnc(NC(=O)COc3cccc(C)c3)s2)cc1 ?
STK33 kinase inh: -2.0; OX1R antag: 14

What do the screens show for `CCOC(=O)Nc1ccc2c(c1)N(C(=O)CN1CCN(CCO)CC1)c1ccccc1CC2`?
STK33 kinase inh: -1.5; OX1R antag: 2

How did CCCC(NC(=O)c1ccco1)c1nc2ccccc2[nH]1 (stereo unspecified) do in these assays?
STK33 kinase inh: 0.0; OX1R antag: 11

How did COc1ccc(CCN(C)C(=O)c2cc(-c3ccccc3)nc3ccccc23)cc1OC do in these assays?
STK33 kinase inh: 0.8

How did CCOC(=O)CSc1nnc(N)s1 do in these assays?
STK33 kinase inh: -1.5; OX1R antag: 0

What do the screens show for `Cc1ccc(N2C(=O)N(CC(=O)Nc3cccc(Cl)c3)C(=O)C2C)cc1` (stereo unspecified)?
STK33 kinase inh: -0.4; OX1R antag: 21

How did COc1ccc(Cl)cc1NC(=S)NCc1ccco1 do in these assays?
STK33 kinase inh: -0.1; OX1R antag: 21

Results for CCOC(=O)N1CCN(CC(O)COc2c(OC)cccc2OC)CC1 (stereo unspecified) ?
STK33 kinase inh: 0.1; OX1R antag: 4

How did CCCCCCCNC(=O)C1(CC2CC(c3ccc(Cl)cc3)=NO2)CCN(C(=O)OC(C)(C)C)CC1 (stereo unspecified) do in these assays?
STK33 kinase inh: 1.4; OX1R antag: 8

How did CCOc1ccccc1NC1=CC(=O)CC(c2ccccc2)C1 (stereo unspecified) do in these assays?
STK33 kinase inh: 0.7; OX1R antag: 13

Results for COc1cc(C(=O)Nc2ccc(S(=O)(=O)Nc3onc(C)c3C)cc2)cc(OC)c1OC ?
STK33 kinase inh: -0.5; OX1R antag: 6

Results for COc1ccc(N2CSC3=C(C#N)C(c4cccc(OC)c4OC)CC(=O)N3C2)cc1 (stereo unspecified) ?
STK33 kinase inh: -1.5; OX1R antag: 7

How did CS(=O)(=O)N1CCC(C(=O)Nc2ccccc2)CC1 do in these assays?
STK33 kinase inh: -1.2; OX1R antag: 15

What do the screens show for `CC1(C)O[C@@H]1COc1c2ccoc2cc2oc(=O)ccc12`?
STK33 kinase inh: 0.4; OX1R antag: 12

Results for CCc1noc(N)c1C(=O)Nc1ccc(F)c(Cl)c1 ?
STK33 kinase inh: 0.6; OX1R antag: 21

What do the screens show for `CN(Cc1ccccc1)C(=O)COC(=O)c1cc(=O)[nH]c2ccccc12`?
STK33 kinase inh: -0.6; OX1R antag: 13

What do the screens show for `CSCCNC(=O)c1ccc(OC2CCN(CCc3ccccc3)CC2)cc1`?
STK33 kinase inh: -1.4; OX1R antag: 15

How did NC1=NN=C(N2N=C(c3ccccc3)CC2(O)C(F)(F)F)n2ncnc2C1 (stereo unspecified) do in these assays?
STK33 kinase inh: -1.6; OX1R antag: 10

Results for CCc1ccccc1NC(=O)c1ccc(F)c(S(=O)(=O)N2CCC(C(N)=O)CC2)c1 ?
STK33 kinase inh: -1.1; OX1R antag: 4

Results for OCCO ?
OX1R antag: 4

Results for Cc1csc(C(=O)NN)c1N(C)C ?
STK33 kinase inh: -4.7; OX1R antag: 16

How did O=C(NCc1ccc2c(c1)OCO2)C1CC(=O)N(c2ccc(O)cc2)C1 (stereo unspecified) do in these assays?
STK33 kinase inh: 0.0; OX1R antag: 8

What do the screens show for `Cc1nn(CCCC(=O)NCc2ccccc2)c(=O)c2nccn12`?
STK33 kinase inh: 7.6; OX1R antag: 0

Results for Cc1ccc(NC(=O)C2CC(=O)N(CCc3ccccc3)C2)c(C)c1 (stereo unspecified) ?
STK33 kinase inh: -0.3; OX1R antag: 40

How did Cc1cc(C)cc(NC(=S)N2CCC(NC(=O)C3CC3)CC2)c1 do in these assays?
STK33 kinase inh: 0.8; OX1R antag: 13

What do the screens show for `CCC(=O)Nc1cccc(NC(=O)CSc2nnc(-c3ccc(NS(C)(=O)=O)cc3)n2C)c1`?
STK33 kinase inh: -0.5; OX1R antag: 5

Results for Cc1nc(NCCc2ccc(O)cc2)c2nnn(Cc3ccccc3)c2n1 ?
STK33 kinase inh: -0.9; OX1R antag: 7

Results for CCCN(Cc1nnc(-c2cccs2)o1)C(=O)c1cccc(S(=O)(=O)N2CCOCC2)c1 ?
STK33 kinase inh: 0.2; OX1R antag: 4

Results for CCOc1ccccc1C(=O)NC(C(=O)NCc1ccc(F)cc1)C(C)C (stereo unspecified) ?
STK33 kinase inh: -0.1; OX1R antag: 22

How did CC(C)C(C(=O)C=[N+]=[N-])N1C(=O)c2ccccc2C1=O (stereo unspecified) do in these assays?
STK33 kinase inh: 0.7; OX1R antag: 15

What do the screens show for `CCN(CC)CCN1C(=O)C(O)=C(C(=O)c2cc3cccc(OC)c3o2)C1c1cccs1` (stereo unspecified)?
STK33 kinase inh: -1.9; OX1R antag: 9

What do the screens show for `C/C(=N\NC(=O)CNc1cccc2ccccc12)c1ccc(Br)s1`?
STK33 kinase inh: 0.9; OX1R antag: 30

Results for O=C(NC1CCCCC1)c1ccc(-c2ccccc2F)o1 ?
STK33 kinase inh: -1.1; OX1R antag: 17

How did Cc1cccc(OCCOc2ccccc2C=C(C#N)C#N)c1 do in these assays?
STK33 kinase inh: 0.7; OX1R antag: 8

Results for O=C(CC1C(=O)NCCN1Cc1ccccc1)NCCC1=CCCCC1 (stereo unspecified) ?
STK33 kinase inh: -1.6; OX1R antag: 12

Results for COc1ccc(/C=C/C(=O)NCc2cccnc2)cc1 ?
STK33 kinase inh: -0.8; OX1R antag: 8

How did CCCn1c(N)c(C(=O)COC(=O)c2cccc(S(=O)(=O)N3CCOCC3)c2)c(=O)[nH]c1=O do in these assays?
STK33 kinase inh: 0.4; OX1R antag: 0

Results for CC(=O)c1ccc(OCC(O)CNCc2ccc3c(c2)OCO3)cc1 (stereo unspecified) ?
STK33 kinase inh: 5.9; OX1R antag: 4

What do the screens show for `COc1ccc(NC(=O)CN2C(=O)NC3(CCCC3)C2=O)cc1`?
STK33 kinase inh: 0.5; OX1R antag: 7

How did CC(C)(C(=O)c1ccccc1)/[N+]([O-])=C/c1ccccc1F do in these assays?
STK33 kinase inh: -1.8; OX1R antag: 2

What do the screens show for `O=C(/C=C/c1ccccc1[N+](=O)[O-])Nc1cccnc1`?
STK33 kinase inh: 3.5; OX1R antag: 35

Results for CC(=O)NCCc1nc2ccccc2n1Cc1cc(C)ccc1C ?
STK33 kinase inh: 0.1; OX1R antag: 15

What do the screens show for `O=C(COc1ccc2ccccc2c1)N1CCN(C(=O)c2ccco2)CC1`?
STK33 kinase inh: 0.0; OX1R antag: 8

What do the screens show for `COc1ccc(/C(CC2(O)C(=O)Nc3ccccc32)=N\O)cc1` (stereo unspecified)?
STK33 kinase inh: 0.0; OX1R antag: 1

How did CN1CCN(C(=S)c2ccc(-c3cccc(Cl)c3Cl)o2)CC1 do in these assays?
STK33 kinase inh: 1.3; OX1R antag: 32

Results for CCCN1C(=O)C(O)(C2COC(C)(C)CC2=O)c2ccccc21 (stereo unspecified) ?
STK33 kinase inh: 0.0; OX1R antag: 15

Brought forward from above: two entries, then new ones.
How did CN1CCN(C(=S)c2ccc(-c3cccc(Cl)c3Cl)o2)CC1 do in these assays?
STK33 kinase inh: 1.3; OX1R antag: 32

Results for CCCN1C(=O)C(O)(C2COC(C)(C)CC2=O)c2ccccc21 (stereo unspecified) ?
STK33 kinase inh: 0.0; OX1R antag: 15

Results for CC(NC(=O)c1cccc(S(=O)(=O)N2CCc3ccccc32)c1)c1ccco1 (stereo unspecified) ?
STK33 kinase inh: -0.6; OX1R antag: 9

How did COc1ccc(C)cc1NC(=O)Nc1cnccn1 do in these assays?
STK33 kinase inh: 1.8; OX1R antag: 17

How did O=S(=O)(Nc1nc2ccccc2s1)c1ccc(Br)s1 do in these assays?
STK33 kinase inh: 4.8; OX1R antag: 29

What do the screens show for `O=C(COC(=O)c1ccc2ccccc2c1O)NCc1ccccc1`?
STK33 kinase inh: -0.8; OX1R antag: 12

How did CSc1nsc(SC)c1C(=O)NCCNS(=O)(=O)c1ccc(C)cc1 do in these assays?
STK33 kinase inh: 1.6; OX1R antag: 14

What do the screens show for `c1ccc(Oc2nc(Oc3ccccc3)nc(N3CCOCC3)n2)cc1`?
STK33 kinase inh: -0.3; OX1R antag: 19

Results for CC(C)C(=O)Nc1ccc([N+](=O)[O-])cc1Br ?
STK33 kinase inh: -1.2; OX1R antag: 16

What do the screens show for `Cc1cc(-c2nnc(-c3cccc(C(F)(F)F)c3)o2)no1`?
STK33 kinase inh: -0.2; OX1R antag: 5

Results for NNC(=O)C1CCN(S(=O)(=O)c2ccc(Cl)cc2)CC1 ?
STK33 kinase inh: -1.7; OX1R antag: 38

What do the screens show for `COc1ccc([N+](=O)[O-])cc1NC(=O)Cc1ccccc1Cl`?
STK33 kinase inh: -2.3; OX1R antag: 17

Results for CCC(C)NC(=O)Cn1cnc2sc(C)cc2c1=O (stereo unspecified) ?
STK33 kinase inh: -1.6; OX1R antag: 3

Results for CCOc1cc(N2CCOCC2)c(OCC)cc1NC(=O)CSc1cccc[n+]1[O-] ?
STK33 kinase inh: 0.0; OX1R antag: 26

How did O=C(NNc1nc(-c2ccccc2)cs1)c1ccco1 do in these assays?
STK33 kinase inh: -0.3; OX1R antag: 10

How did COc1cccc(NC(=O)COC(=O)CCn2c(C)csc2=O)c1 do in these assays?
STK33 kinase inh: 2.0; OX1R antag: 5

Results for Cc1cccc(-c2noc(CNC(=O)Nc3ccc(F)cc3)n2)c1 ?
STK33 kinase inh: 0.0; OX1R antag: 2

How did ON1C(c2ccccc2)CC2(O)c3nonc3CCC12 (stereo unspecified) do in these assays?
STK33 kinase inh: -1.1; OX1R antag: 13

How did COc1ccc(NS(=O)(=O)c2ccc(NC(C)=O)cc2)nn1 do in these assays?
STK33 kinase inh: -1.0; OX1R antag: 3

How did COc1ccc(/C=N/OCc2nc3c4c(ncn3n2)Oc2ccc3ccccc3c2C4c2ccccc2)cc1 (stereo unspecified) do in these assays?
STK33 kinase inh: -0.8; OX1R antag: -5

Results for O=C1NCCN/C1=C\C(=O)c1cccc(Br)c1 ?
STK33 kinase inh: 0.7; OX1R antag: 6

Results for O=C(CSc1nc(C2CC2)nc2ccccc12)N1CCCCC1 ?
STK33 kinase inh: 0.5; OX1R antag: 16

Grouped by structure, the compounds so far containing a cyano group.
Results for COc1ccc(N2CSC3=C(C#N)C(c4cccc(OC)c4OC)CC(=O)N3C2)cc1 (stereo unspecified) ?
STK33 kinase inh: -1.5; OX1R antag: 7

How did Cc1cccc(OCCOc2ccccc2C=C(C#N)C#N)c1 do in these assays?
STK33 kinase inh: 0.7; OX1R antag: 8

Filtered by structure: the compounds so far with an NH in an aromatic ring
Results for Cc1cc(=O)[nH]c(N/N=C/c2ccccc2Cl)n1 ?
STK33 kinase inh: -0.2; OX1R antag: 2

What do the screens show for `S=c1[nH]cnc2scc(-c3ccc(Br)cc3)c12`?
STK33 kinase inh: -1.2; OX1R antag: -8

How did CCCC(NC(=O)c1ccco1)c1nc2ccccc2[nH]1 (stereo unspecified) do in these assays?
STK33 kinase inh: 0.0; OX1R antag: 11

What do the screens show for `CN(Cc1ccccc1)C(=O)COC(=O)c1cc(=O)[nH]c2ccccc12`?
STK33 kinase inh: -0.6; OX1R antag: 13

How did CCCn1c(N)c(C(=O)COC(=O)c2cccc(S(=O)(=O)N3CCOCC3)c2)c(=O)[nH]c1=O do in these assays?
STK33 kinase inh: 0.4; OX1R antag: 0

The listing continues.
Results for CCCN(CCC)CC(O)Cn1cc(/C=C/C(=O)c2cccs2)c2ccccc21 (stereo unspecified) ?
STK33 kinase inh: 6.8; OX1R antag: 6

How did Cc1nc(SCC(=O)Nc2cccnc2Cl)nc(C)c1C do in these assays?
STK33 kinase inh: 0.4; OX1R antag: 20

How did CCOC(=O)C1=C(C)NC2=C(C(=O)OC2)C1c1ccccc1 (stereo unspecified) do in these assays?
STK33 kinase inh: -0.1; OX1R antag: 18

Results for COc1ccc(CCNC(=O)c2ccc(NS(=O)(=O)c3ccc4[nH]c(=O)[nH]c4c3)cc2)cc1OC ?
STK33 kinase inh: 0.2; OX1R antag: 7

Screens as filed in PubChem BioAssay.
